LDHA inh: qHTS assay for inhibitors of human lactate dehydrogenase | activity change, % (values are at about 110 or 230 µM) | hit rate 0.15% among 480,000 | purified LDHA, NADH/diaphorase-resazurin fluorescence; stronger effect = lower value; in the data active means activity change below about -30%; inconclusive means mostly about -25% to -30%;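 further: plate controls were DMSO wells for no effect and wells without enzyme for full effect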
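Enzyme activity of human lactate dehydrogenase 5 (2 nM; 0.06 mM NADH, 0.2 mM pyruvate, 5 min, RT) is measured via a resazurin/diaphorase fluorescence readout of residual NADH.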
RGS4 inh: Inhibitors of Regulator of G Protein Signaling (RGS) 4: qHTS; Regulator of G-protein signaling 4 (Homo sapiens), P49798; Transcreener GDP fluorescence polarization, RGS4-accelerated GTP hydrolysis; Potency, µM (highest dose often 114 µM), for the others: at the highest dose activity change, negative = inhibition, hits mostly inhibitors; hit rate 0.039% among 390,000; further: potency means the concentration at half of the fitted maximal effect; on the % scale 0 is the no-effect control and ±100 the full control effect; nearly all actives have a fitted effect of over 75% in size; some results filed as inactive show a strong effect at the top dose
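MLSMR compounds (23 nl, pin-transferred) preincubated 10 min at room temperature with a 500nM (2x) first reagent, then RGS4 at 900nM (2x) plus Transcreener GDP mix added; fluorescence polarization (620/688 nm) read before and after 90 min at 30 °C.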
IDH1 R132H inh: qHTS for Inhibitors of mutant isocitrate dehydrogenase 1 (IDH1): qHTS; Isocitrate dehydrogenase [NADP] cytoplasmic (Homo sapiens), O75874; IDH1-R132H enzyme, NADPH consumption, diaphorase/resazurin fluorescence; Potency, µM (doses to about 76.6 µM), for inactives: at the highest dose activity change, negative = inhibition, hits mostly inhibitors; hit rate 0.093% among 390,000; AID 602179, 2012; further: potency means the concentration at half of the fitted maximal effect; on the % scale 0 is the no-effect control and ±100 the full control effect; nearly all actives have a fitted effect of over 65% in size
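IDH1-R132H (0.5 ug/mL dispensed) in pH 7.5 Tris buffer was preincubated 30 min with compound, then given a substrate mix of 0.016 mM NADPH and 2 mM alpha-KG for 80 min at room temperature; remaining NADPH was read by diaphorase/resazurin fluorescence.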
Glioma ERSR ind: qHTS for Inducers of the Endoplasmic Reticulum Stress Response (ERSR) in Human Glioma: qHTS; U87-MG GRP78 promoter luciferase reporter, 16 h; Potency, µM, for inactives: at the top dose activation, hits mostly activators; hit rate 0.02% among 420,000; further: potency means the concentration at half of the fitted maximal effect; series mostly up to about 76 µM; % of control where 0% means no effect; nearly all actives have a fitted effect of over 35% in size
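ERSR induction read as luciferase luminescence (Bright-Glo, 10 min at room temperature) in stably transfected human U87-MG glioma cells exposed to compounds for 16 h, using GRP78 as sensor.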
USP1-UAF1 inh: Inhibitors of USP1/UAF1: Primary Screen. Ubiquitin carboxyl-terminal hydrolase 1 (Homo sapiens), O94782. recombinant USP1/UAF1, Ub-Rhodamine cleavage fluorescence. Potency, µM (series often up to 57.1 µM), for the others: top-dose activity change, negative = inhibition, hits mostly inhibitors. hit rate 0.23% among 390,000; further: potency means the concentration at half of the fitted maximal effect; on the % scale 0 is the no-effect control and ±100 the full control effect; nearly all actives have a fitted effect of over 60% in size; inactives centre near -12
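1 nM enzyme complex + cpd, 15 min RT; start with Ub-Rho 150nM final; kinetic fluorescence ex 480/em 540, 6 reads q60 s. Buffer 50mM HEPES pH 7.8, 0.5mM EDTA, 0.1 mg/ml BSA, 1mM TCEP, 0.01% Tween-20.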
TrxR1 substrate: qHTS Assay for Substrates of Mammalian Selenoprotein Thioredoxin Reductase 1 (TrxR1): qHTS. hit rate 0.01% among 390,000. Thioredoxin reductase 1, cytoplasmic (Rattus norvegicus), O89049. purified TrxR1 substrate turnover, NADPH consumption readout. Potency, µM (doses to about 114 µM), inactives show at the highest dose activity change, negative = substrate turnover; further: potency means the concentration at half of the fitted maximal effect; on the % scale 0 is the no-effect control and ±100 the full control effect; nearly all actives have a fitted effect of over 50% in size
Target sequence (O89049 whole entry, looked up): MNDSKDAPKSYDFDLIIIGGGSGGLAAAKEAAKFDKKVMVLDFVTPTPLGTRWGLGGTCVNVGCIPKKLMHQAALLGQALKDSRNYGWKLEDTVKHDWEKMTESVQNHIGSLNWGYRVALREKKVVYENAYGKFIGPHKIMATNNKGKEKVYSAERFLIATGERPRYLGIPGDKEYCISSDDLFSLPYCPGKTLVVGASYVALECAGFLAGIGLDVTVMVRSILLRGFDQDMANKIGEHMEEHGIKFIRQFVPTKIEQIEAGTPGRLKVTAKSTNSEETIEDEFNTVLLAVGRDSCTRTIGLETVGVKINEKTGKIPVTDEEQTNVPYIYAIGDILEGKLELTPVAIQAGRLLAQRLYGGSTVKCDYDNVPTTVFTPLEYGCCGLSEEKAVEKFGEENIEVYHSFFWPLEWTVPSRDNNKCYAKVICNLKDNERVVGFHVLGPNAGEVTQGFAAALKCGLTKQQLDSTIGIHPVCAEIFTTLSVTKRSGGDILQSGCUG
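Rat TrxR1, dispensed at 90 nM, was prereduced with 400 uM NADPH (final) for 5 min at ~22 deg C, then incubated with compound 15 min before 400 uM selenite. A first-read NADPH fluorescence drop versus no-compound background flagged substrates.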
Vif-APOBEC3F blk: qHTS for Inhibitors of Vif-A3F Interactions: qHTS. Potency, µM (doses to about 46.1 µM), without a hit: at the top dose activity, negative = active. hit rate 0.2% among 390,000. HeLa A3F-eYFP + Vif (tagged APOBEC3F with the HIV-1 protein that degrades it), YFP fluorescence increase; further: potency means the concentration at half of the fitted maximal effect; % of control where 0% means no effect; nearly all actives have a fitted effect of over 65% in size
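HeLa cells stably expressing Vif plus C-terminally eYFP-tagged A3F were seeded, incubated overnight at 37 deg C, dosed with compound, incubated overnight again at 37 deg C. Yellow fluorescence (Ex 488/Em 500-530) reported blocked Vif-mediated A3F-eYFP degradation.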
Vif-A3G inh: qHTS for Inhibitors of Vif-A3G Interactions: qHTS | HeLa A3G-eYFP + Vif (tagged APOBEC3G with the HIV-1 protein that degrades it), YFP fluorescence, overnight | AID 602310, 2012 | Potency, µM (highest dose often 46.1 µM), without a hit: at the top dose activity, negative = active, actives largely listed as inhibitors | hit rate 0.076% among 410,000;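 further: potency means the concentration at half of the fitted maximal effect; on the % scale 0 is the no-effect control and ±100 the full control effect; nearly all actives have a fitted effect of over 60% in size; hits raise eYFP signal because A3G escapes Vif-driven loss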
Target sequence (Q9HC16 whole entry, looked up): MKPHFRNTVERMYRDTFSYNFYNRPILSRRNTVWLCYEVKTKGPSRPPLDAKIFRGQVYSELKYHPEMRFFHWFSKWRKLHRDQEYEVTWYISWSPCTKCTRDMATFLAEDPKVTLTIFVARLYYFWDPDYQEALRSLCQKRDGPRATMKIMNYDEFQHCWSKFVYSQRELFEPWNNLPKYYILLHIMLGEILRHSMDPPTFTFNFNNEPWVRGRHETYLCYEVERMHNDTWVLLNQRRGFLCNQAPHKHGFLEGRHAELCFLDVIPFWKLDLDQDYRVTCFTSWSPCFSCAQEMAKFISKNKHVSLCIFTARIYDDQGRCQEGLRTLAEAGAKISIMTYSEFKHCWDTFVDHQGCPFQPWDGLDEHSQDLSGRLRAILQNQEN
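HeLa cells stably expressing Vif and C-terminally eYFP-tagged A3G, seeded overnight at 37 deg C, then exposed to compound by pintool overnight at 37 deg C. Rise in yellow fluorescence (Ex 488/Em 500-530, Acumen) marks blocked Vif-driven A3G degradation.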
rTrxR1 inhibitor: qHTS Assay for Inhibitors of Mammalian Selenoprotein Thioredoxin Reductase 1 (TrxR1): qHTS | Thioredoxin reductase 1, cytoplasmic (Rattus norvegicus), O89049 | recombinant rTrxR1, NADPH fluorescence consumption, selenite substrate | Potency, µM (top dose mostly 114 µM), for inactives: at the top dose activity change, negative = inhibition, most hits filed as inhibitors | hit rate 1% among 390,000 | AID 588453, 2011; further: potency means the concentration at half of the fitted maximal effect; on the % scale 0 is the no-effect control and ±100 the full control effect; nearly all actives have a fitted effect of over 65% in size
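Rat TrxR1 (90 nM in the dispensed reagent) was pre-reduced with 400 uM NADPH for 5 min at room temperature, then incubated with compound for 15 min. After 400 uM selenite was added, NADPH fluorescence (Ex 340/Em 450 nm) was followed for 8 min.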
An asterisk follows results filed as active; [ ] = another dose, or the depositor's remark. Unless noted, the call rests on the fitted dose curve; in most records, active means well fitted curve in the direction sought with a large enough effect; inconclusive means small, poorly fitted or top-dose-only effect, or another doubt; inactive means no such curve, though single readings can be large; an effect the other way counts as inactive or inconclusive. An excerpt; the hit share may differ from the screen's.

For CCN(CC)c1ccc(N2C(=O)CSC2=S)cc1 the results were LDHA inh 1, RGS4 inh inconclusive, IDH1 R132H inh 0%, Glioma ERSR ind -2%, USP1-UAF1 inh -24%, TrxR1 substrate 6%[57.1 µM], Vif-APOBEC3F blk 0%, Vif-A3G inh -2% and rTrxR1 inhibitor 1%[57.1 µM].
For COc1cc(C(=O)N/N=C/c2sc(=O)n(-c3ccccc3)c2Cl)cc(OC)c1OC the results were LDHA inh -3, RGS4 inh 5%, IDH1 R132H inh 3%, Glioma ERSR ind 1%, USP1-UAF1 inh inconclusive, TrxR1 substrate -1%, Vif-APOBEC3F blk inconclusive, Vif-A3G inh -8% and rTrxR1 inhibitor -15%.
`O=C(Nc1ccc2c(c1)C(=O)OC2)c1ccc(C(F)(F)F)cc1` gave LDHA inh -6, RGS4 inh -11%, IDH1 R132H inh 0%, Glioma ERSR ind -1%, USP1-UAF1 inh -17%, TrxR1 substrate 22%, Vif-APOBEC3F blk -19%, Vif-A3G inh 1% and rTrxR1 inhibitor 37%.
For COc1ccc(CC(=O)OC(C)C(=O)Nc2ccc(S(N)(=O)=O)cc2)cc1 (stereo not given) the results were LDHA inh -4, RGS4 inh -33%, IDH1 R132H inh 0%, Glioma ERSR ind -7%, USP1-UAF1 inh -19%, TrxR1 substrate -2%, Vif-APOBEC3F blk 6%, Vif-A3G inh 1% and rTrxR1 inhibitor 9%.
Screening O=S(=O)(c1ccc(F)cc1)N1CCN=C1SCc1cccc(F)c1 returned LDHA inh 1, RGS4 inh -3%, IDH1 R132H inh 15%, Glioma ERSR ind 1%, USP1-UAF1 inh -3%, TrxR1 substrate -1%, Vif-APOBEC3F blk 3%, Vif-A3G inh 1% and rTrxR1 inhibitor 9%.
`O=C(O)c1cc(-c2ccc(Cl)c(Cl)c2)n(-c2ccccc2)n1` gave LDHA inh -12, RGS4 inh -2%, IDH1 R132H inh 9%, Glioma ERSR ind -1%, USP1-UAF1 inh -16%, TrxR1 substrate 1%, Vif-APOBEC3F blk 1%, Vif-A3G inh -5% and rTrxR1 inhibitor 15%.
`CCCn1c(SCC(=O)NCCc2ccccc2)nnc1-c1ccco1` gave LDHA inh -13, RGS4 inh 7%, IDH1 R132H inh 5%, Glioma ERSR ind -4%, USP1-UAF1 inh 5%, TrxR1 substrate -13%, Vif-A3G inh 1% and rTrxR1 inhibitor -34%.
`O=C(Cn1nnc(-c2ccccc2-n2cnnn2)n1)c1ccccc1` gave LDHA inh -8, RGS4 inh 8%, IDH1 R132H inh 12%, Glioma ERSR ind -3%, USP1-UAF1 inh 0%, TrxR1 substrate 8%, Vif-APOBEC3F blk -3%, Vif-A3G inh -2% and rTrxR1 inhibitor 1%.
Screening COc1ccc(NC(=O)c2cc(-c3ccco3)nc3ccccc23)cc1S(=O)(=O)N1CCOCC1 returned LDHA inh -3, RGS4 inh -20%[11.4 µM], IDH1 R132H inh -9%, Glioma ERSR ind -3%, USP1-UAF1 inh inconclusive, TrxR1 substrate 1%, Vif-APOBEC3F blk 1%, Vif-A3G inh -10% and rTrxR1 inhibitor inconclusive.
`CCC(C)(C)n1nnnc1C(c1ccccc1OC)N1CCN(C(=O)c2ccco2)CC1` (stereo not given) gave LDHA inh -4, RGS4 inh -23%, IDH1 R132H inh 3%, Glioma ERSR ind -4%, USP1-UAF1 inh -20%, TrxR1 substrate 6%[57.1 µM], Vif-APOBEC3F blk inconclusive, Vif-A3G inh -5% and rTrxR1 inhibitor 1%[57.1 µM].
`CCCN(CC(=O)Nc1ccccc1C)C(=O)c1ccc(-c2ccccc2)cc1` gave LDHA inh 0, RGS4 inh -1%, IDH1 R132H inh 0%, Glioma ERSR ind -1%, USP1-UAF1 inh -20%, TrxR1 substrate -6%, Vif-APOBEC3F blk -3%, Vif-A3G inh -2% and rTrxR1 inhibitor -3%.
Screening Nc1cccc(C#Cc2ccc3c(c2)C(=O)/C(=C/c2ccsc2)O3)c1 returned LDHA inh 3, RGS4 inh -22%, IDH1 R132H inh 6%, Glioma ERSR ind 3%, USP1-UAF1 inh -21%, TrxR1 substrate -1%, Vif-APOBEC3F blk -2%, Vif-A3G inh 0% and rTrxR1 inhibitor 9%.
COc1ccc(OC)c(NC(=O)COCc2cc(-c3ccc(F)cc3)on2)c1 was read as LDHA inh 5, RGS4 inh 9%, IDH1 R132H inh -4%, Glioma ERSR ind -3%, USP1-UAF1 inh -22%, TrxR1 substrate -10%, Vif-APOBEC3F blk 1%, Vif-A3G inh 3% and rTrxR1 inhibitor 8%.
For Cc1cccc(-c2nnc(-c3ccccc3)o2)c1 the results were LDHA inh -6, RGS4 inh 1%, IDH1 R132H inh 2%, Glioma ERSR ind 6%, USP1-UAF1 inh -13%, TrxR1 substrate 16%[57.1 µM], Vif-APOBEC3F blk -4%, Vif-A3G inh -2% and rTrxR1 inhibitor 15%[57.1 µM].
`CCc1ccc(-n2c(=O)c3c4c(sc3n(CC(=O)NCCCOC)c2=O)CCCC4)cc1` gave LDHA inh -1, RGS4 inh 9%, IDH1 R132H inh 0%, Glioma ERSR ind -3%, USP1-UAF1 inh -15%, TrxR1 substrate -2%, Vif-APOBEC3F blk -5%, Vif-A3G inh -1% and rTrxR1 inhibitor -6%.

3 entries drawn at random from the list so far, as already listed:
`O=C(O)c1cc(-c2ccc(Cl)c(Cl)c2)n(-c2ccccc2)n1` gave LDHA inh -12, RGS4 inh -2%, IDH1 R132H inh 9%, Glioma ERSR ind -1%, USP1-UAF1 inh -16%, TrxR1 substrate 1%, Vif-APOBEC3F blk 1%, Vif-A3G inh -5% and rTrxR1 inhibitor 15%.
`O=C(Cn1nnc(-c2ccccc2-n2cnnn2)n1)c1ccccc1` gave LDHA inh -8, RGS4 inh 8%, IDH1 R132H inh 12%, Glioma ERSR ind -3%, USP1-UAF1 inh 0%, TrxR1 substrate 8%, Vif-APOBEC3F blk -3%, Vif-A3G inh -2% and rTrxR1 inhibitor 1%.
For COc1cc(C(=O)N/N=C/c2sc(=O)n(-c3ccccc3)c2Cl)cc(OC)c1OC the results were LDHA inh -3, RGS4 inh 5%, IDH1 R132H inh 3%, Glioma ERSR ind 1%, USP1-UAF1 inh inconclusive, TrxR1 substrate -1%, Vif-APOBEC3F blk inconclusive, Vif-A3G inh -8% and rTrxR1 inhibitor -15%.

The list goes on:
Cc1c(NC(=S)NC(=O)C2CCCCC2)c(=O)n(-c2ccccc2)n1C was read as LDHA inh -6, RGS4 inh 22%, IDH1 R132H inh 1%, Glioma ERSR ind -2%, USP1-UAF1 inh -17%, TrxR1 substrate -3%, Vif-APOBEC3F blk 1%, Vif-A3G inh -1% and rTrxR1 inhibitor -2%.
Cc1c(NC(=O)C(C)N2C(=O)c3ccccc3C2=O)c(=O)n(-c2ccccc2)n1C (stereo not given) was read as LDHA inh -5, RGS4 inh 34%, IDH1 R132H inh 0%, Glioma ERSR ind -1%, USP1-UAF1 inh 0%, TrxR1 substrate 0%, Vif-APOBEC3F blk -2%, Vif-A3G inh 3% and rTrxR1 inhibitor 8%.
`COc1ccccc1C(=O)Nc1ccc2c(c1)nc1n2CCN(Cc2ccccc2)C1` gave LDHA inh -7, RGS4 inh 1%, IDH1 R132H inh 1%, Glioma ERSR ind -1%, USP1-UAF1 inh -5%, TrxR1 substrate 5%[57.1 µM], Vif-APOBEC3F blk -7%, Vif-A3G inh -1% and rTrxR1 inhibitor 9%[57.1 µM].
Screening Cc1cccc(NC(=O)Cn2c(C)c(C#N)c3ccccc32)c1C returned LDHA inh -4, RGS4 inh -7%, IDH1 R132H inh 2%, Glioma ERSR ind -1%, USP1-UAF1 inh -7%, TrxR1 substrate 2%, Vif-APOBEC3F blk -12%, Vif-A3G inh 1% and rTrxR1 inhibitor 14%.
